Assay outcomes deposited in PubChem by National Center for Advancing Translational Sciences (NCATS).
KCNH2 WT inh: qHTS for Inhibitors of KCHN2 3.1: Wildtype qHTS; Voltage-gated inwardly rectifying potassium channel KCNH2 (Homo sapiens), Q12809; U2OS, BacMam KCNH2, thallium flux FluxOr; hits give low values; activity change, % at 1.84 µM; actives 0.37% (n = 340,000); AID 720551, 2013;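 active = maximum activity change below -70%; inconclusive = maximum activity change between -70% and -50%; inactive = maximum activity change above -50%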; note: % is set by controls: 0 for no effect and ±100 for the full control effect
Target sequence (Q12809 whole entry, looked up): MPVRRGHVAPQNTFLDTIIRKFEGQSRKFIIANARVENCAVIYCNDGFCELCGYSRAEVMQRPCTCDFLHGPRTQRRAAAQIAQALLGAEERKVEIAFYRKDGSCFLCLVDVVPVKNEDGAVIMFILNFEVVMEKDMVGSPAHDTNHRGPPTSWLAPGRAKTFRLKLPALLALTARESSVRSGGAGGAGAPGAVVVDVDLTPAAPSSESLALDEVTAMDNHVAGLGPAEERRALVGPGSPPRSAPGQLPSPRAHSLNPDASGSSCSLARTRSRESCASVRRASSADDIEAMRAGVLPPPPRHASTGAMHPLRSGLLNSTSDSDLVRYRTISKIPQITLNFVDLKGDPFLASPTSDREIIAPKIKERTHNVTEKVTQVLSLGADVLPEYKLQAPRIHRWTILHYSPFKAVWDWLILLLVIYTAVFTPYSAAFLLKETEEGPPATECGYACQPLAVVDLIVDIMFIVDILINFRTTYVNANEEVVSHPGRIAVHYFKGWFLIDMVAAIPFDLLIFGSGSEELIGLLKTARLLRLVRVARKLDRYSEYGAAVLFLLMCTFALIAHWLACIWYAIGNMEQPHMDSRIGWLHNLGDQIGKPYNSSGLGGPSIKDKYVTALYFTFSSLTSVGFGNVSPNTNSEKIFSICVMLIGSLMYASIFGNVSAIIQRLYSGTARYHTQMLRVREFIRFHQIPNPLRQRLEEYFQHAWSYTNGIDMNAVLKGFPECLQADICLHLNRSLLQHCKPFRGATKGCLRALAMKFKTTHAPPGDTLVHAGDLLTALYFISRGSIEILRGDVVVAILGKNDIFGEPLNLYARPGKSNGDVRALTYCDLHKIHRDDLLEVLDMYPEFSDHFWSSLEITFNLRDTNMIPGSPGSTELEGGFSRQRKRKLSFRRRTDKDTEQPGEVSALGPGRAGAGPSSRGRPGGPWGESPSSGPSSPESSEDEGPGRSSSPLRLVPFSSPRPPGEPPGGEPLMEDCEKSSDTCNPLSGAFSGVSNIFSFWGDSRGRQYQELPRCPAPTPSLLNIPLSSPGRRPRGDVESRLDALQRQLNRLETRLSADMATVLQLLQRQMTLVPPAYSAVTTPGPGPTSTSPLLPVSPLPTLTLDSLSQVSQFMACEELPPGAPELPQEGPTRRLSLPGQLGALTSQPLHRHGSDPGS
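U2OS cells transduced with wild-type KCNH2 virus are loaded with FluxOr dye for 45 min, and thallium flux is measured in kinetic reads before and after stimulation buffer. Rate constants are normalized to DMSO controls.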
USP2a block: qHTS Assay for Inhibitors of Ubiquitin-specific Protease USP2a Using CHOP2 as the Reporter. AID 463254, 2010. Ubiquitin carboxyl-terminal hydrolase 2 (Homo sapiens), O75604. Potency, µM (titrated, usually from 38.3 µM), for inactives: at the top dose activity change, negative = inhibition, usual class: inhibitors. USP2 core, Ub-CHOP2 coupled fluorogenic reporter, 485/531. actives 0.01% (n = 330,000);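 note: potency is the fitted concentration of half-maximal effect; plate controls were DMSO wells for no effect and full inhibition by NEM control for full effect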
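Cell-free coupled assay: 10nM USP2 core preincubated 30min RT with compound in Tris-HCl pH 8.0/CaCl2/CHAPS buffer, then 25nM Ub-CHOP2 and 25nM reporter substrate; fluorescence (Ex 485/Em 531) read after 60min RT, normalized to NEM inhibition, concentration-response curves fitted.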
Giardia killer: Small Molecules that selectively kill Giardia lamblia: qHTS | activity change, % at 7.66 µM, hits read low | Giardia lamblia trophozoite viability | actives 0.15% (n = 340,000) | AID 540267, 2011; in the data active = activity change below about -80%; inconclusive = between about -30% and that limit;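 note: parasites exposed to compound for two days anaerobically before the ATP read; % is set by controls: 0 for no effect and ±100 for the full control effect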
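Killing of trophozoites was scored by loss of ATP luminescence after a 48 hrs anaerobic exposure to compounds at 37 deg C, using 100 cells per well.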
PKM2 act: qHTS Assay for Activators of Human Muscle isoform 2 Pyruvate Kinase; Potency, µM (titrated, usually from 57.5 µM), without a hit: at the top dose activation, usual class: activators; purified PKM2, Kinase-Glo ATP luminescence, activation; response scale: 0% is enzyme alone, no compound; AID 1631, 2009; actives 0.34% (n = 260,000); note: potency is the fitted concentration of half-maximal effect; % is set by controls: 0 for no effect and ±100 for the full control effect; nearly all actives have a fitted effect of over 55% in size
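hPK-M2, >95% pure; 0.1 mM ADP / 0.5 mM PEP final; imidazole pH7.2 buffer w/ 7 mM MgCl2, 50 mM KCl; 1 h RT; Kinase-Glo lum. Intermediate enzyme activity for dual inhibitor/activator qHTS.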
B2AR arrestin: qHTS assay of beta-arrestin-biased ligands of beta2-adrenergic receptor; Beta-2 adrenergic receptor (Homo sapiens), P07550; actives 0.02% (n = 330,000); Potency, µM (doses to about 46.1 µM), for inactives: at the highest dose activation, most hits filed as activators; beta-arrestin recruitment to beta2AR, cell-based reporter;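 note: potency is the fitted concentration of half-maximal effect; 0% = DMSO controls and full agonism = EC100 isoproterenol or metaproterenol; nearly all actives have a fitted effect of over 65% in size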
MLL CXXC-DNA inh: qHTS Fluorescence Polarization Assay for Inhibitors of MLL CXXC domain - DNA interaction; Potency, µM (series often up to 115 µM), inactives show top-dose activity change, negative = inhibition, hits mostly inhibitors; Histone-lysine N-methyltransferase 2A (Homo sapiens), Q03164; MLL-CXXC / FITC-HOXA9 DNA fluorescence polarization; actives 0.037% (n = 290,000); active = well fitted inhibition curve with a large enough effect in the polarisation, with a control signal flat, not every such curve was filed as active; inconclusive = small, poorly fitted or top-dose-only effect, or effect the other way, or a change in a side signal; inactive = no such curve, though single readings can be large or run the other way; the % refers to the polarisation; note: potency is the fitted concentration of half-maximal effect
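Purified MLL-CXXC (added from a 7 uM solution) was preincubated 5 min at ambient with pinned compounds in 50 mM Tris-HCl pH 7.5, 50 mM NaCl, 1 mM DTT, 0.05% BSA. Fluorescein-labeled HOX-A9 DNA (50 nM solution) followed, 30 min, then polarization read.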
KCNH2 3.1 inh: qHTS for Inhibitors of KCHN2 3.1: Mutant qHTS; Potassium voltage-gated channel subfamily H member 2, brain isoform KCNH2 3.1 (human); U2OS KCNH2 3.1, thallium flux FluxOr; hits give low values; activity change, % (tested at about 1.8 µM); actives 0.95% (n = 340,000);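 active = maximum activity change below -70%; inconclusive = maximum activity change from -70% to -50%; inactive = maximum activity change above -50%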;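 note: thallium influx rate constant from kinetic fluorescence after stimulation buffer; % is set by controls: 0 for no effect and ±100 for the full control effect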
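Channel expression came from 3.1 mutant virus (1.77 x 10^8 /mL) applied to suspended U2OS cells for 4 h. Flux was tracked with FluxOr dye plus Red40 quencher, and kinetic rate constants normalized to controls.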
FBPA coupling cs: qHTS Assay for Inhibitors of Fructose-1,6-bisphosphate Aldolase from Giardia Lamblia: Coupling assay counterscreen; coupling enzyme system counterscreen, AmpLite Red fluorescence; activity change, negative = inhibition, % at 58.2 µM, hits read low; actives 0.67% (n = 290,000); in the data active = activity change below about -30%; note: % is set by controls: 0 for no effect and ±100 for the full control effect
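Fluorescence at 525 nm excitation and 598 nm emission measured inhibition of the coupled detection system without aldolase. Compounds (at 57.5 uM final) were preincubated 10 min at room temperature with coupling enzyme reagent before a 20 min substrate/AmpLite Red step.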
Menin MLL FP TR: qHTS Assay for Inhibitors Targeting the Menin-MLL Interaction in MLL Related Leukemias: Competition With Texas Red Labeled MLL-derived Mutant Peptide. Menin + Texas Red MLL mutant peptide, fluorescence polarization. actives 0.23% (n = 270,000). Potency, µM (highest dose often 61.6 µM), without a hit: at the highest dose FP activity change, negative = inhibition, most hits filed as inhibitors. AID 1768, 2009; active = well fitted inhibition curve with a large enough effect in the polarisation, with a control signal flat, not every such curve was filed as active; inconclusive = small, poorly fitted or top-dose-only effect, or effect the other way, or a change in a side signal; inactive = no such curve, though single readings can be large or run the other way; the % refers to the polarisation; note: potency is the fitted concentration of half-maximal effect; % of control where 0% means no effect; many of its hits are not listed in these tables
TRPV1 ag: HTS Assay for Compounds that Act as Agonists of the Vanilloid Receptor 1 | Transient receptor potential cation channel subfamily V member 1 (Homo sapiens), Q8NER1 | TRPV1-expressing cells, Fluo-8 calcium influx, agonist mode | activation, % at 8.33 µM | actives 0.19% (n = 320,000); in the data active = activation above about 80%; inconclusive = between about 30% and that limit; note: 0% is about no effect
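Cells expressing TRPV1 were dye-loaded with Fluo-8 and read kinetically: 10 s baseline, 3 min after compound (agonist portion), then 2 min after EC20 capsaicin (allosteric enhancer portion). Calcium-bound dye fluorescence at 480/520 nm.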
GALK inhibitor: qHTS Assay for Inhibitors of Human Galactokinase (GALK); P51570; Purified GALK, Kinase-Glo residual ATP luminescence; Potency, µM (top dose mostly 57.5 µM), without a hit: at the highest dose activity change, negative = inhibition, most hits filed as inhibitors; actives 0.007% (n = 270,000); note: potency is the fitted concentration of half-maximal effect; % is set by controls: 0 for no effect and ±100 for the full control effect
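5 nM enzyme, 35 uM ATP, 100 uM galactose, 20 mM HEPES pH8.0, 5 mM MgCl2; 1 h RT; residual ATP by Kinase-Glo Plus luminescence, qHTS format.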
Starred values were filed as active, the others as inactive; [ ] = remark or other dose. Unless noted, calls come from the whole dose curve; as a rule, active = well fitted curve in the direction sought with a large enough effect; inconclusive = small, poorly fitted or top-dose-only effect, or another doubt; inactive = no such curve, though single readings can be large; an effect the other way counts as inactive or inconclusive. Some of the compounds tested, so the mix of outcomes need not match the whole.

CCOC(=O)CN(C(=O)CCC(=O)Nc1cc(C)on1)C(C(=O)NC1CCCC1)c1cccnc1 (stereo not given) was read as KCNH2 WT inh -17, USP2a block 2%, Giardia killer -13, PKM2 act 0%, B2AR arrestin -0.3%, MLL CXXC-DNA inh -5%, KCNH2 3.1 inh -8, FBPA coupling cs 0, Menin MLL FP TR -9% and TRPV1 ag -1.
Screening N#CC1=C(N)OC2=C(CC/C2=C\c2ccccc2)C1c1ccccc1 (stereo not given) returned KCNH2 WT inh -73*, USP2a block inconclusive, Giardia killer 4, PKM2 act -4%, B2AR arrestin inconclusive, MLL CXXC-DNA inh inconclusive, KCNH2 3.1 inh -46, FBPA coupling cs 5, Menin MLL FP TR -15%, TRPV1 ag 3 and GALK inhibitor -1%.
For COc1ccc(-c2cn(CCC(=O)NCc3ccc(C)cc3)c(CCN)n2)cc1 the results were KCNH2 WT inh 15, USP2a block 3%, Giardia killer -7, B2AR arrestin -0.6%, KCNH2 3.1 inh 11 and TRPV1 ag 0.
`O=C(NC1CC1)C1=C[C@H](c2c[nH]c3ccccc23)C[C@H](OCc2ccc(CO)cc2)O1` gave KCNH2 WT inh 8, USP2a block 5%, Giardia killer -14, PKM2 act 3%, B2AR arrestin 0.3%, MLL CXXC-DNA inh -20%, KCNH2 3.1 inh 1, FBPA coupling cs -10, TRPV1 ag 2 and GALK inhibitor -4%.
For CCn1cc(C=O)c2cc(S(=O)(=O)N3CCOCC3)ccc21 the results were KCNH2 WT inh 3, USP2a block 5%, Giardia killer 5, PKM2 act -2%, B2AR arrestin -3.1%, MLL CXXC-DNA inh 8%, KCNH2 3.1 inh -19, FBPA coupling cs 0, Menin MLL FP TR 3% and TRPV1 ag -2.
COc1ccc(C2(CNC(C)=O)CCOCC2)cc1OC was read as KCNH2 WT inh -12, USP2a block -3%, Giardia killer 1, PKM2 act 0%, B2AR arrestin -0.1%, MLL CXXC-DNA inh -8%, KCNH2 3.1 inh 0, FBPA coupling cs 7, Menin MLL FP TR -7%, TRPV1 ag -2 and GALK inhibitor 2%.
`O=C(NCC1CCCO1)c1ccc(NC(=O)c2cccc(Br)c2)cc1` (stereo not given) gave KCNH2 WT inh 0, USP2a block 1%, Giardia killer 14, PKM2 act -4%, B2AR arrestin -0.5%, MLL CXXC-DNA inh 29%, KCNH2 3.1 inh -12, FBPA coupling cs 1, Menin MLL FP TR 3%, TRPV1 ag 12 and GALK inhibitor -2%.
`Cc1nnc2sc(SCc3cccc(Cl)c3)nn2c1=O` gave KCNH2 WT inh 3, USP2a block -2%, Giardia killer 4, PKM2 act inconclusive, B2AR arrestin 0.4%, MLL CXXC-DNA inh 1%, KCNH2 3.1 inh 16, FBPA coupling cs 0, Menin MLL FP TR 1%, TRPV1 ag 3 and GALK inhibitor 3%.
`Cc1cc(NC(=O)c2cccc(C(=O)Nc3cc(C)on3)n2)no1` gave KCNH2 WT inh 4, USP2a block 0%, Giardia killer 20, PKM2 act -5%, B2AR arrestin -0.6%, MLL CXXC-DNA inh 0%, KCNH2 3.1 inh 13, FBPA coupling cs 0, Menin MLL FP TR 5%, TRPV1 ag 0 and GALK inhibitor -1%.
Screening CSc1ccccc1OCc1cc(C(=O)N(C)C(C)c2nc(C)cs2)no1 (stereo not given) returned KCNH2 WT inh 4, USP2a block 0%, Giardia killer 7, B2AR arrestin 0.4%, MLL CXXC-DNA inh 6%, KCNH2 3.1 inh 0, TRPV1 ag -4 and GALK inhibitor 1%.
`CCCCn1c(=O)[nH]c(=O)c2c1nc(-c1ccc(C(F)(F)F)cc1)n2C` gave KCNH2 WT inh -1, USP2a block -1%, Giardia killer 5, PKM2 act -1%, B2AR arrestin -0.2%, MLL CXXC-DNA inh -1%, KCNH2 3.1 inh -5, FBPA coupling cs -1, Menin MLL FP TR 4%, TRPV1 ag 11 and GALK inhibitor -3%.
`Cc1ccc2cc(C)c3nnc(SCC(=O)c4cccs4)n3c2c1C` gave KCNH2 WT inh -16, USP2a block 2%, Giardia killer 2, PKM2 act -16%, B2AR arrestin -0.1%, MLL CXXC-DNA inh 15%, KCNH2 3.1 inh -1, FBPA coupling cs -1, Menin MLL FP TR -4%, TRPV1 ag inconclusive and GALK inhibitor -2%.
COc1ccc(C)cc1NC(=O)CSc1nnc2ccc(-c3ccncc3)nn12 was read as KCNH2 WT inh 2, USP2a block -1%, Giardia killer -8, B2AR arrestin 0.2%, KCNH2 3.1 inh 15 and TRPV1 ag 7.
Screening COc1ccc(NS(=O)(=O)c2ccc(C)c(NC(=O)c3ccc(C)c(S(=O)(=O)N4CCOCC4)c3)c2)cc1 returned KCNH2 WT inh -2, USP2a block -1%, Giardia killer 8, PKM2 act 3%, B2AR arrestin 0.1%, MLL CXXC-DNA inh inconclusive, KCNH2 3.1 inh 0, FBPA coupling cs 2, Menin MLL FP TR 3%, TRPV1 ag -1 and GALK inhibitor 1%.
For O=C(Nc1ccon1)c1ccc(F)c(S(=O)(=O)N2CCCCC2)c1 the results were KCNH2 WT inh 3, USP2a block -1%, Giardia killer -23, PKM2 act 0%, B2AR arrestin -0.3%, MLL CXXC-DNA inh 9%, KCNH2 3.1 inh 18, FBPA coupling cs -3, Menin MLL FP TR -8%, TRPV1 ag 9 and GALK inhibitor 5%.
`CCOC(=O)c1c(-c2ccc(C)o2)csc1NC(=S)NC(=O)c1cccs1` gave KCNH2 WT inh 10, USP2a block -1%, Giardia killer -19, PKM2 act inconclusive, B2AR arrestin -0.8%, MLL CXXC-DNA inh -6%, KCNH2 3.1 inh 1, FBPA coupling cs -5, Menin MLL FP TR inconclusive, TRPV1 ag -4 and GALK inhibitor -2%.
For NC(=O)CSc1nnc(-c2ccc(S(=O)(=O)N3CCCC3)cc2)o1 the results were KCNH2 WT inh -11, USP2a block -3%, Giardia killer 10, PKM2 act inconclusive, B2AR arrestin 0.1%, MLL CXXC-DNA inh -7%, KCNH2 3.1 inh -7, FBPA coupling cs 2, Menin MLL FP TR 12%, TRPV1 ag 1 and GALK inhibitor -2%.
Screening O=C1CCCCN1CC(=O)N1CCCC(N2CCN(c3ccccc3F)CC2)C1 (stereo not given) returned KCNH2 WT inh -6, USP2a block 2%, Giardia killer 6, B2AR arrestin -0.3%, MLL CXXC-DNA inh -4%, KCNH2 3.1 inh -8, FBPA coupling cs 3, Menin MLL FP TR 4%, TRPV1 ag 0 and GALK inhibitor -1%.
For O=C(Nc1nc(-c2ccccn2)cs1)c1ccc(-c2ccccc2F)o1 the results were KCNH2 WT inh -3, USP2a block -15%, Giardia killer 0, B2AR arrestin -0.2%, KCNH2 3.1 inh 4 and TRPV1 ag 1.
Screening CSCCC(NC(=O)COc1ccccc1)C(=O)N1CC(C)OC(C)C1 (stereo not given) returned KCNH2 WT inh -5, USP2a block -4%, Giardia killer -6, B2AR arrestin -0.3%, KCNH2 3.1 inh 1 and TRPV1 ag -2.
Screening O=C(Nc1ncccn1)c1cccc(F)c1 returned KCNH2 WT inh 10, USP2a block -2%, Giardia killer 4, PKM2 act -6%, B2AR arrestin -0.8%, MLL CXXC-DNA inh -1%, KCNH2 3.1 inh -3, FBPA coupling cs 1, Menin MLL FP TR 1%, TRPV1 ag -5 and GALK inhibitor -4%.
Screening Cc1nn(-c2ccccc2)c(N2CCCC2)c1/C=C1\N=C(c2ccc(OC(C)C)cc2)OC1=O returned KCNH2 WT inh -4, USP2a block 4%, Giardia killer 2, PKM2 act -3%, B2AR arrestin -0.7%, MLL CXXC-DNA inh -15%, KCNH2 3.1 inh -75*, FBPA coupling cs 0, Menin MLL FP TR -18%, TRPV1 ag 0 and GALK inhibitor 0%.
Cc1ccc(S(=O)(=O)CCc2nnc(N)s2)cc1C was read as KCNH2 WT inh 10, USP2a block -1%, Giardia killer 4, PKM2 act 3%, B2AR arrestin -0.2%, MLL CXXC-DNA inh 1%, KCNH2 3.1 inh 2, FBPA coupling cs 0, Menin MLL FP TR 12%, TRPV1 ag 0 and GALK inhibitor -2%.
Screening CCn1c(=S)sc2c(=O)n(CC(=O)NC(C)CCc3ccccc3)c(C)nc21 (stereo not given) returned KCNH2 WT inh 6, USP2a block -1%, Giardia killer -13, PKM2 act 0%, B2AR arrestin 0.4%, MLL CXXC-DNA inh 1%, KCNH2 3.1 inh -9, FBPA coupling cs 2, Menin MLL FP TR 47%[activator], TRPV1 ag 5 and GALK inhibitor 4%.
